LGR2 inh – Drosophila LGR2 receptor signaling inhibition; inhibition, % at 9.99 µM; hit rate 0.35% among 380,000; HEK293 LGR2, CRE-luciferase, bursicon-stimulated, 4 h; AID 720647;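 active = drop in luminescence signal, shown as inhibition above about 50% in the replicate tests, limit read from the data, passing the limit was not always enough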;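 note: agonist challenge used bursicon conditioned medium at about half maximal strength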
C2C12 statin – protects C2C12 myotubes from simvastatin toxicity; ATP luminescence, 48 h; scaled: DMSO 0, geranylgeraniol control 100; rescue of ATP level, % at 7.49 µM; hit rate 0.78% among 330,000;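 active = mean ATP rescue above about 67%, or every replicate alone reaching that limit, limit read from the data, passing the limit was not always enough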;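 note: myotubes were challenged with 10 µM simvastatin during compound exposure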
PGC1a acetyl inh – PGC1a acetylation modulation, inhibitor mode; U2OS PGC1a acetylation, AlphaScreen anti-acetyl-lysine; with virally co-expressed GCN5 acetyltransferase; inhibition, % at 15.6 µM; hit rate 0.17% among 350,000;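 active = every replicate shows inhibition of at least 40%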;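 note: 0% = neutral control wells and 100% = positive control wells; some results beyond the cut were filed as inactive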
ERAP1 HTS inh – blocks human ERAP1 aminopeptidase activity; Q9NZ08; recombinant ERAP1, Leu-AMC fluorescence, 60 min; inhibition, % at 10.7 µM; hit rate 0.15% among 340,000;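 active = mean replicate inhibition of at least 30%, or all replicates individually reaching that 30% level; inactive = mean below 30% and not every replicate reaching it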;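 note: 0% = neutral control wells and 100% = L-leucinethiol positive control wells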
XiGFP reactiv – activators of X-chromosome reactivation in mouse fibroblasts. XiGFP mouse fibroblasts, % GFP-positive cells imaging, 3 d; cells co-treated with 5-aza-dC sensitizer; scaled so ellipticine positive control = 100%. activation, % at 7.58 µM. hit rate 0.055% among 360,000. AID 743238;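 active = mean normalized replicate activation at least 10% and every replicate at or above 10%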;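 note: 0% = median of on-plate neutral control wells and 100% = ellipticine 6 µM median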
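System: 68-5-11 XiGFP fibroblast line | Buffer or medium: DMEM containing 5-aza-dC | Compound: Single point | Times: Compounds 3 days, fix/stain 15 min at room temperature | Benchmarks: Positive control ellipticine, 6 µM final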
SIRT5 inh – sirtuin-5 (human) deacylase inhibition; Q9NXA8; Purified SirT5, succinyl-peptide AMC, trypsin-coupled fluorescence; inhibition, % at 15 µM; hit rate 1.1% among 330,000; in the data active = inhibition above about 15%
Target sequence (Q9NXA8 whole entry, looked up): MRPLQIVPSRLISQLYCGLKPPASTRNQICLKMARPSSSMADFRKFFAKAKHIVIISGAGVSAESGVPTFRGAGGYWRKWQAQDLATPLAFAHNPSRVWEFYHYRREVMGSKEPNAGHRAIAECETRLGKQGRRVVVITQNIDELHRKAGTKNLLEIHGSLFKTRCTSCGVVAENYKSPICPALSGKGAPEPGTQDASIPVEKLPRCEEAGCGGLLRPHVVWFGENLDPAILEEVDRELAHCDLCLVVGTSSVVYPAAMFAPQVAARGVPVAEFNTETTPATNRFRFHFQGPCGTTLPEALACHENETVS
Cneo AK release – causes C. neoformans cell lysis; adenylate kinase release luminescence, 4 h; normalised: neutral wells 0, clomiphene wells 100; lysis activity, % at 15 µM; hit rate 0.2% among 360,000;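 active = mean lysis activity across replicates of at least 80%, whatever share of replicates individually reach that level; inactive = mean lysis activity below 80%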
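Assay system: log-phase C. neoformans yeast / Quantity: yeast cell density of 5 × 10^6 cells/mL / Medium: fresh YPD growth medium / Compound: single dose / Timing: static 4 h at 37 °C with compound, 1 h detection / Measured by: adenylate kinase release luminescence / Read-out: lysis from increased AK signal / Benchmarks: Clomiphene as positive lysis control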
S100A4 MyoIIA – S100A4-myosin IIA interaction inhibition | P26447 | S100A4/TAMRA-MyoIIA peptide fluorescence polarization | inhibition, % at 10.7 µM | hit rate 0.14% among 360,000;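 active = mean inhibition of at least 70% across replicates, with every replicate also reaching that level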
Target sequence (P26447 whole entry, looked up): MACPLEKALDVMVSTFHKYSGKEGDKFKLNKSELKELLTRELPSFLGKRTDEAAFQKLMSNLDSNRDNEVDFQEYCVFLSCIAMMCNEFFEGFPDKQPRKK
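Material: human S100A4 monomer with TAMRA-labelled myosin IIA peptide; buffer or medium: HEPES pH 7.2 with CaCl2, KCl, NaCl, DTT, Triton; compound dosing: one concentration per compound; schedule: 5 min incubation before reading; benchmarks: neutral control DMSO, positive control TFP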
Starred values were filed as active, the others as inactive; · = no result given.

Preview, ten compounds:
SMILES	LGR2 inh	C2C12 statin	PGC1a acetyl inh	ERAP1 HTS inh	XiGFP reactiv	SIRT5 inh	Cneo AK release	S100A4 MyoIIA
CC(NC(=O)Nc1ccc(Cl)cc1)C(c1cccs1)N1CCOCC1 (configuration not stated)	-2	37	4	3	0.0	-1	-3	-3
O=C(COc1coc(CN2CCN(c3ccccc3F)CC2)cc1=O)NC1CCCC1	1	-8	0	-1	0.2	0	1	4
COc1cccc2sc(NN)nc12	7	·	-3	12	-0.1	1	·	1
COc1ccccc1N(C)S(=O)(=O)c1ccc(C(=O)NCC(c2ccco2)N2CCCCC2)cc1 (configuration not stated)	12	-6	-4	1	-0.1	1	0	-1
CC(C)CCN1CC(=O)N2[C@@H](Cc3c([nH]c4ccccc34)C2(C)C)C1=O	-4	2	·	0	0.0	1	-3	4
CO[C@@H]1CN(C)C(=O)c2ccc(NC(=O)c3cnccn3)cc2OC[C@@H](C)NC[C@@H]1C	-17	·	5	3	-0.1	-1	·	9
C[C@H](CO)N1C[C@H](C)[C@@H](CN(C)Cc2ccccn2)Oc2cc(-c3ccncc3)ccc2S1(=O)=O	-10	-44	5	2	-1.2	1	-1	1
C/C(=N\NC(=O)c1cc(C)oc1C)c1ccc2c(c1)OCO2	-6	·	·	2	0.0	6	·	7
Cc1cccc(NC(=O)CCN2CCC(C(N)=O)CC2)c1	·	-19	-7	-1	0.3	-10	1	10
Cc1cc(OCC(=O)N2CCN(c3cccc(Cl)c3)CC2)c2c(C)c(C)c(=O)oc2c1	15	-74	3	3	0.1	0	4	2

All compounds of this part, from the first entry:
SMILES	LGR2 inh	C2C12 statin	PGC1a acetyl inh	ERAP1 HTS inh	XiGFP reactiv	SIRT5 inh	Cneo AK release	S100A4 MyoIIA
CC(NC(=O)Nc1ccc(Cl)cc1)C(c1cccs1)N1CCOCC1 (configuration not stated)	-2	37	4	3	0.0	-1	-3	-3
O=C(COc1coc(CN2CCN(c3ccccc3F)CC2)cc1=O)NC1CCCC1	1	-8	0	-1	0.2	0	1	4
COc1cccc2sc(NN)nc12	7	·	-3	12	-0.1	1	·	1
COc1ccccc1N(C)S(=O)(=O)c1ccc(C(=O)NCC(c2ccco2)N2CCCCC2)cc1 (configuration not stated)	12	-6	-4	1	-0.1	1	0	-1
CC(C)CCN1CC(=O)N2[C@@H](Cc3c([nH]c4ccccc34)C2(C)C)C1=O	-4	2	·	0	0.0	1	-3	4
CO[C@@H]1CN(C)C(=O)c2ccc(NC(=O)c3cnccn3)cc2OC[C@@H](C)NC[C@@H]1C	-17	·	5	3	-0.1	-1	·	9
C[C@H](CO)N1C[C@H](C)[C@@H](CN(C)Cc2ccccn2)Oc2cc(-c3ccncc3)ccc2S1(=O)=O	-10	-44	5	2	-1.2	1	-1	1
C/C(=N\NC(=O)c1cc(C)oc1C)c1ccc2c(c1)OCO2	-6	·	·	2	0.0	6	·	7
Cc1cccc(NC(=O)CCN2CCC(C(N)=O)CC2)c1	·	-19	-7	-1	0.3	-10	1	10
Cc1cc(OCC(=O)N2CCN(c3cccc(Cl)c3)CC2)c2c(C)c(C)c(=O)oc2c1	15	-74	3	3	0.1	0	4	2
N#Cc1ccccc1OCCCN1CCC(C(O)(c2ccccc2)c2ccccc2)CC1	13	·	·	-3	0.1	-4	·	1
COc1ccc(F)cc1-c1cc(C(=O)NCc2ccc(F)cc2)[nH]n1	-7	8	-12	-6	0.0	0	15	2
CC[C@H]1OC(=O)[C@H](C)[C@@H](O[C@H]2C[C@@](C)(OC)[C@@H](O)[C@H](C)O2)[C@H](C)[C@@H](O[C@@H]2O[C@H](C)C[C@H](N(C)C)[C@H]2O)[C@](C)(O)C[C@@H](C)C(=O)[C@H](C)[C@@H](O)[C@]1(C)O	·	10	-8	-4	-0.1	15	-2	7
O=C(Nc1ccc(Br)cc1)c1ccccc1CC[N+](=O)[O-]	-15	0	17	·	·	·	1	·
O=C(Nc1nccs1)c1cc(S(=O)(=O)N2CCCCC2)ccc1Cl	-21	27	30	·	·	·	-2	·
CC1(C(=O)Nc2cccc3cccnc23)CCN1Cc1csc2ccccc12 (configuration not stated)	7	8	-4	-2	0.0	·	0	0
OCCCN1CCN(CCCOc2ccccc2-c2ccccc2)CC1	15	·	1	·	0.1	·	1	·
O=S(=O)(Nc1cc(C(F)(F)F)ccc1N1CCOCC1)c1ccccc1	·	·	-11	0	0.1	-4	·	-3
C[C@@H]1CN([C@@H](C)CO)C(=O)Cc2cc(NC(=O)CCN3CCOCC3)ccc2O[C@@H]1CN(C)Cc1ccc(Oc2ccccc2)cc1	-7	-20	2	1	0.2	-5	3	5
O=C(NC1CCc2ccccc21)c1cc(COc2ccc(F)cc2Cl)on1 (configuration not stated)	4	8	1	-2	0.0	·	-12	2
c1ccc(OCc2nnnn2-c2ccccc2)cc1	3	·	·	7	0.4	-2	·	-3
COc1ccc(CNC(=O)C[C@H]2CC[C@H]3[C@H](COc4ccc(NC(=O)C(C)C)cc4C(=O)N3C)O2)cc1	0	1	-2	·	0.3	·	·	·
Cc1noc(C)c1C(=O)Nc1ccc(-c2nnc3n2CCCCC3)cc1	8	0	4	0	0.1	-3	-1	-2
S=c1[nH]nc(COc2ccccc2)n1/N=C/C=C/c1ccco1	·	·	-4	1	0.8	2	-3	0
Cc1ccc(S(=O)(=O)N[C@H]2CC[C@@H](CCNC(=O)Nc3ccc(Cl)cc3)O[C@@H]2CO)cc1	18	-6	3	1	-0.8	-4	0	-3
O=C(Nc1nc2c(Cl)ccc(Cl)c2s1)C1CC1	-7	-10	-2	4	0.1	2	-1	-2
C[C@H](O)C#Cc1cnc2c(c1)C(=O)N([C@@H](C)CO)C[C@H](C)[C@@H](CN(C)C(=O)Cc1ccccn1)O2	7	-4	4	-1	-0.4	-1	-2	3
CC(=O)N1CCOc2ccc(S(=O)(=O)N3CCN(c4cc(C)ccc4C)CC3)cc21	-2	18	·	-3	0.1	3	15	1
CCn1c(CC(=O)Nc2ccccc2C)nnc1SCC(=O)Nc1nncs1	18	3	-8	-3	0.0	0	4	-4
CN(C)c1ccc(C(CNS(=O)(=O)c2cccc([N+](=O)[O-])c2)N2CCOCC2)cc1 (configuration not stated)	4	-4	·	0	0.3	1	-1	-2
Oc1ccc(/C=N/NC(=S)NC2CC3CCC2C3)cc1 (configuration not stated)	·	1	-1	0	0.0	11	-8	-3
COc1cccc(CC(NC(C)=O)C(=O)NC2CCN(S(=O)(=O)c3ccc4ccccc4c3)CC2)c1 (configuration not stated)	4	16	-5	1	·	0	0	1
CCCN(C(=O)c1ccc(S(=O)(=O)N2CCCC2)cc1)C1CCS(=O)(=O)C1 (configuration not stated)	-8	2	6	1	0.2	-3	-1	-3
CC(C)[C@H](COC=O)NC(=O)[C@H]1O[C@@H](n2ccc(N)nc2=O)[C@H](O)[C@@H]1O	2	5	-5	-3	·	-4	0	-3
CCOC(=O)c1c(O)cc(C)[nH]c1=O	10	9	5	·	0.3	3	1	-2
CNC[C@H]1Oc2c(NS(=O)(=O)c3ccc(C)cc3)cccc2C(=O)N([C@H](C)CO)C[C@@H]1C	5	-13	9	-1	-1.1	0	0	9
CO[C@H]1CN(C)C(=O)c2ccc(NC(=O)c3cccc(F)c3)cc2OC[C@@H](C)N(CC2CC2)C[C@H]1C	24	-7	-22	-1	-0.5	-3	-1	-1
CCc1ccccc1N1CC(C(=O)N2Cc3ccccc3CC2C(N)=O)CC1=O (configuration not stated)	12	2	7	-9	-0.1	1	·	4
COc1ccc(-c2cc(C(=O)Nc3ccccc3)on2)cc1	16	·	0	6	-0.5	2	·	9
CCOC(=O)C1CCCCN1C(=O)c1oc2c(Cl)cc(C)cc2c1C (configuration not stated)	-7	-7	·	3	-0.1	-3	0	0
O=C(CN1CCN(c2ccccc2)CC1)NC(=O)NCc1ccccc1	-5	5	-9	-1	-0.1	-3	0	-1
Cc1cc2nc(-c3ccccc3O)[nH]c2cc1C	-86	-21	-9	2	-0.1	-23	0	19
O=C(CN1C(=O)NC(Cc2c[nH]c3ccccc23)C1=O)Nc1ccccc1Br (configuration not stated)	-22	-1	6	2	0.0	-4	-3	-2
CC(C)(C)NC(=S)NCCc1ccccc1	-39	·	8	·	-0.1	·	-4	·
O=C(NC(Cc1ccccc1)c1ccc2c(c1)OCCCO2)c1ccc(F)cc1 (configuration not stated)	8	-11	3	·	·	·	2	·
CC(C)c1ccc(NC(=O)CN2CCN(C(=O)C3CCCO3)CC2)cc1 (configuration not stated)	4	-2	·	-3	-0.1	0	0	-2
COc1cccc(CN(C)C(=O)CNC(=O)c2cccs2)c1OC	-1	1	·	6	0.0	-3	·	0
O=[N+]([O-])c1ccccc1/C=N/OCc1ccccc1	-63	10	-4	-1	0.0	-2	6	-15
O=C(COc1ccccc1)Nc1cccc(-c2ccc(N3CCOCC3)nn2)c1	-62	-19	-6	1	0.0	-1	·	-1
Oc1ccc2ccccc2c1CNc1ccccc1	-8	2	11	-3	-0.1	-1	0	17
C(=C\c1nc(-c2ccncc2)no1)/c1ccccc1	-82	-3	3	4	0.3	0	0	-10
O=C1ON=C(c2ccccc2)/C1=C/c1ccc(O)cc1	-7	-8	·	5	0.1	9	-3	-2
Cc1ccc(S(=O)(=O)Nc2ccc3c(c2)C(=O)N([C@@H](C)CO)C[C@H](C)[C@@H](CN(C)Cc2ccc(C(F)(F)F)cc2)OCCCC[C@H](C)O3)cc1	24	·	-10	0	0.2	23*	11	-3
COc1ccc(C(=O)N(C)C2(C)CCS(=O)(=O)C2)cc1OC (configuration not stated)	-5	8	·	3	0.3	-2	·	184*
CC1Cc2ccccc2N1C(=O)CCn1cccn1 (configuration not stated)	-8	-3	4	-9	0.0	-8	0	-2
O=C(Nc1c(F)cc(F)cc1Br)c1cc(-c2ccccc2)on1	2	-5	9	3	0.2	1	-2	0
Cc1oc(-c2ccc(Cl)cc2)nc1CS(=O)CC(=O)NCc1cccs1 (configuration not stated)	3	-5	2	6	-0.1	-1	1	1
CN1[C@@H]2c3ccc(-c4ccncc4)c(=O)n3C[C@@H]2[C@@H](CO)[C@@H]1C(=O)NC1Cc2ccccc2C1	3	-6	·	0	0.3	3	-2	7
CCCc1nnc(NC(=O)CCS(=O)(=O)c2ccccc2)s1	10	-12	·	-2	0.0	-2	2	-3
O=C(C[C@H]1CC[C@H](NC(=O)c2ccncc2)[C@H](CO)O1)Nc1ccc(-c2ccccc2)cc1	22	·	·	-1	-0.3	-1	·	2

Further structures follow.
SMILES	LGR2 inh	C2C12 statin	PGC1a acetyl inh	ERAP1 HTS inh	XiGFP reactiv	SIRT5 inh	Cneo AK release	S100A4 MyoIIA
NS(=O)(=O)c1ccc(CCNC(=O)COC(=O)c2cc([N+](=O)[O-])ccc2N2CCOCC2)cc1	-18	6	·	9	-0.1	0	0	5
CC(C)CN1CCNC(=O)C1CC(=O)NCc1cnn(-c2cccc(F)c2)c1 (configuration not stated)	-17	·	3	0	0.1	-5	·	1
C/C(=N\NC(=O)COc1ccccc1-c1ccccc1)c1cccnc1	-1	·	·	-5	0.0	10	·	-1
O=C(CSc1nncn1-c1ccccc1)NC1CCCCC1	-3	-5	3	-1	0.2	-4	-1	-5
Cc1cccc(-c2cnc(C(O)Cc3ccccc3)[nH]2)c1 (configuration not stated)	-14	-20	·	-1	-0.1	·	-4	4

Compound activity from PubChem BioAssay.

This is a subset. The share of hits here may be higher or lower than overall.
